# FBPA Giardia inh: qHTS Assay for Inhibitors of Fructose-1,6-bisphosphate Aldolase from Giardia Lamblia; purified Giardia FBPA; A8B2U2; Potency, µM (doses to about 59.6 µM), for inactives: top-dose activity, negative = inhibition, actives largely listed as inhibitors; actives 0.71% (n = 290,000); AID 2451, 2010; also: potency is read from the fitted curve at half-maximal effect; nearly all actives have a fitted effect of over 55% in size
# Target sequence (A8B2U2 whole entry, looked up): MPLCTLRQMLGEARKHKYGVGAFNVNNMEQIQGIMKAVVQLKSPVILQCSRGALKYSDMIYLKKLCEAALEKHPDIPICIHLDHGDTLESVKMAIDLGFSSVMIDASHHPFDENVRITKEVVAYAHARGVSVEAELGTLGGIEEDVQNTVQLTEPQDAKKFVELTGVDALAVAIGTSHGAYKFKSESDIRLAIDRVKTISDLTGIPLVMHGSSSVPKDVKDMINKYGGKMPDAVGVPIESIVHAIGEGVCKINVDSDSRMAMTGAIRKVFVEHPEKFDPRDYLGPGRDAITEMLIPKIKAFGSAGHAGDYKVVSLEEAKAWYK
#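 Giardia FBPA (40 nM reagent) was preincubated 10 min at RT with compound (up to 57.5 uM final), then substrate plus GAPDH/TPI/NAD/arsenate coupling system with diaphorase/resazurin was added; resorufin fluorescence (525/598 nm) was read after 20 min.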
# HCV inhibitor: qHTS Assay for Inhibitors of Hepatitis C Virus (HCV); Huh7.5.1 HCVcc-Cre infection, luciferase reporter, 44 h; Potency, µM (titrated, usually from 41.8 µM), without a hit: top-dose activity change, negative = inhibition, usual class: inhibitors; actives 3.4% (n = 340,000); also: potency is read from the fitted curve at half-maximal effect
#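 Compounds are dispensed onto cells plated 4 h earlier at 1,000 per well, with HCVcc-Cre virus (about 0.5 moi) added next. Following 44 h of culture, luminescent signal is measured for 15 sec after 15 min with substrate at room temperature.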
# HCMV inh: qHTS Assay for inhibitors of the human cytomegalovirus (HCMV); HFF cells, HCMV-luciferase reporter, 72 h; active compounds read low; activity change, negative = inhibition, % at 57.5 µM; actives 4.5% (n = 410,000); AID 1259415, 2018; in the data active = activity change below about -60%; inconclusive = no clear call, values can overlap the other calls; inactive = above about -39%
#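 Luciferase read-out from HCMV-luciferase-infected HFFs (MOI 1 PFU/cell) 72 h post infection at 37C; compounds added after 16 h cell attachment; activity normalized between buffer-only basal and Salinomycin (10uM) inhibitor controls.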
# AmpC inh detg: qHTS Inhibitors of AmpC Beta-Lactamase (assay with detergent) | P00811 | AmpC hydrolysis of nitrocefin, absorbance 480 nm, 0.01% Triton | Potency, µM (highest dose often 114 µM), for the others: at the top dose activity change, negative = inhibition, actives largely listed as inhibitors | actives 0.041% (n = 370,000) | AID 485294, 2010;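 also: potency is read from the fitted curve at half-maximal effect; 0% = no-compound wells and -100% = no-enzyme wells; nearly all actives have a fitted effect of over 25% in size; some results filed as inactive show a strong effect at the top dose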
# Target sequence (P00811 whole entry, looked up): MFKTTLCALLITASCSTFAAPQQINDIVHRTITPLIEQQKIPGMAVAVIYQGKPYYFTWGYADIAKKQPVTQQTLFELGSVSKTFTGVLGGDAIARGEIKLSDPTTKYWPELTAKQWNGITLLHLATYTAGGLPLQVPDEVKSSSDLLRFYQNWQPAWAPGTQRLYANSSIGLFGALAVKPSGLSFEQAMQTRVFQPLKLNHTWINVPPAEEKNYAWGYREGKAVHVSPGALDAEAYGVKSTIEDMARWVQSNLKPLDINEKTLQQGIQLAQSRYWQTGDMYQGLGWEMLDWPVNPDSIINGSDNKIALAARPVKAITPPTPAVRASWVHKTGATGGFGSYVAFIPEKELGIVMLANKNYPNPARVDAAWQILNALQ
#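 AmpC (5.3 nM in the dispensed reagent) in 20 mM phosphate pH 7.0 with 0.01% (detergent screen) or 0.0001% Triton X-100 was preincubated with compounds for 15 min at room temperature. Nitrocefin was then added from an 800 uM solution, and hydrolysis was followed at 480 nm.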
# AMA1 RON2 block: qHTS for Inhibitors of AMA1-RON; Towards Development of Antimalarial Drug Lead: Primary Screen; Plasmodium falciparum AMA1 (3D7) - RON2 peptide interaction; AlphaScreen AMA1-biotinylated RON2 peptide binding; Potency, µM (doses to about 58.2 µM), inactives show at the highest dose activity change, negative = inhibition, hits mostly inhibitors; actives 0.2% (n = 360,000); AID 720542, 2013;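 also: potency is read from the fitted curve at half-maximal effect; 0% = vehicle wells and -100% = peptide control; nearly all actives have a fitted effect of over 45% in size; some results filed as inactive show a strong effect at the top dose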
#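 AMA1 (3D7) with his tag at 25 nM final met compounds first, then biotinylated RON2 peptide at 25 nM; detection used donor plus acceptor beads, 10 µg/mL apiece, read by AlphaScreen after 30 min at room temperature.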
# Sm TGR inh: qHTS Assay for the Inhibitors of Schistosoma Mansoni Peroxiredoxins | Schistosoma mansoni thioredoxin glutathione reductase (TGR), Q962Y6 | purified TGR, DTNB reduction, TNB absorbance 405 nm | Potency, µM (doses to about 114 µM), for the others: at the highest dose activity change, negative = inhibition, most hits filed as inhibitors | actives 3% (n = 360,000) | AID 485364, 2010; also: potency is read from the fitted curve at half-maximal effect; nearly all actives have a fitted effect of over 60% in size
#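 First, TGR (20 nM dispensed) and NADPH were mixed with compound. Second, a 15 min room-temperature incubation followed. Third, further NADPH and then DTNB were added to start the reaction. Finally, TNB absorbance was monitored kinetically.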
# Active calls of the source: *; ? = inconclusive; . = not tested or not shown; & = joins results of further samples; [ ] = another dose, or the depositor's remark. Unless noted, calls follow the shape of the dose curve; as a rule, active = well fitted curve in the direction sought with a large enough effect; inconclusive = small, poorly fitted or top-dose-only effect, or another doubt; inactive = no such curve, though single readings can be large; an effect the other way counts as inactive or inconclusive. Unless noted, % is scaled to controls: 0 for no effect and ±100 for the full control effect.
# Start of the data: the first 5 records (preview)
# Results follow in this order: FBPA Giardia inh	HCV inhibitor	HCMV inh	AmpC inh detg	AMA1 RON2 block	Sm TGR inh
> Cc1nnc(SCC(=O)Nc2cccc(C(F)(F)F)c2)n1Cc1ccco1
    -20%	-8%	68	-7%	-3%	?
> CCOC(=O)c1[nH]c(C)c(C(=O)N(C)C)c1C
    ?	10%	26	2%	22%	6%
> CCOc1ccccc1-c1noc(CSc2nnc(-c3ccccc3)n2-c2cccc(C)c2)n1
    .	.	-3	12%	.	-1%
> CCOc1cc(C(=O)Nc2cc(=O)n(C)c(=O)n2C)cc(OCC)c1OCC
    2%	-3%	-35	12%	-4%	0%
> CC(C)C[C@H](NC(=O)N1CCn2c1nc1ccccc12)C(=O)N[C@H](Cc1ccccc1)C(=O)O
    -11%	38%[activator]	-5	?	129%[activator]	-15%

# This part in full, from the first entry:
# Results follow in this order: FBPA Giardia inh	HCV inhibitor	HCMV inh	AmpC inh detg	AMA1 RON2 block	Sm TGR inh
> Cc1nnc(SCC(=O)Nc2cccc(C(F)(F)F)c2)n1Cc1ccco1
    -20%	-8%	68	-7%	-3%	?
> CCOC(=O)c1[nH]c(C)c(C(=O)N(C)C)c1C
    ?	10%	26	2%	22%	6%
> CCOc1ccccc1-c1noc(CSc2nnc(-c3ccccc3)n2-c2cccc(C)c2)n1
    .	.	-3	12%	.	-1%
> CCOc1cc(C(=O)Nc2cc(=O)n(C)c(=O)n2C)cc(OCC)c1OCC
    2%	-3%	-35	12%	-4%	0%
> CC(C)C[C@H](NC(=O)N1CCn2c1nc1ccccc12)C(=O)N[C@H](Cc1ccccc1)C(=O)O
    -11%	38%[activator]	-5	?	129%[activator]	-15%
> OCC1OC(n2cnc3cc(Cl)c(Cl)cc32)C(O)C1O (centres undefined)
    1%&1%	.	45	.	6%	.
> COc1ccc(CCNC(=O)Cc2ccccc2)cc1OC
    7%	3%	?	-4%	5%	22%
> CCOC(=O)c1sc(=S)n(-c2cccc(OC)c2)c1N
    -9%	7%	31	-2%	-3%	7%
> COc1ccc(NC(=O)C2CCN(C(=O)c3ccco3)CC2)c(OC)c1
    1%	6%	0	1%	8%	8%
> CN1CCN(c2ccccc2NC(=S)NC(=O)c2cc3ccccc3o2)CC1
    -11%	2%	32	-2%	-12%	7%
> Cc1cc(OC(C)C(=O)NCC2CCC(C(=O)O)CC2)c2c(C)c(Cc3ccccc3)c(=O)oc2c1 (centres undefined)
    5%	?	-11	-17%	-1%	?
> COc1ccc2occ(C(=O)c3coc4ccc(O)c(CN(C)C)c34)c2c1
    -22%	?	?	-13%	-5%	2%
> Oc1ccc(N=Nc2ccc3ccccc3c2)cc1
    1%	?	118	?	?	5%
> O=C(CCN1CC1)OCCOC(=O)CCN1CC1
    .	?	-12	.	104%[activator]	.
> CCc1ccc(-c2[nH]c3c(c2-c2sc(C)c(C(=O)OC)c2O)c(=O)n(C)c(=O)n3C)cc1
    .	.	10	14%	.	3%
> Cc1ccccc1OCc1nc2c3cnn(-c4ccccc4F)c3ncn2n1
    .	.	3	11%	.	0%
> c1ccc(-c2nnc(SCC3CCCO3)nc2-c2ccccc2)cc1 (centres undefined)
    5%	-24%	?	-5%	?	7%
> CCCCCOC(=O)c1c(N)n(CCOC)c2nc3ccccc3nc12
    .	-26%	-17	?	16%	11%
> Cc1ccc(NC(=O)c2nc[nH]c2C(=O)NCc2ccccc2)cc1
    .	?	-38	-3%	97%[activator]	0%
> O=C(CCn1cnc(-c2ccccc2)c1-c1ccccc1)N/N=C/c1ccccc1O
    -24%	?	?	-8%	33%[activator]	0%
> COc1ccc(CC(=O)Nc2ccccc2N2CCCCC2)cc1OC
    2%	-8%	-9	8%	2%	0%
> Cc1ccc(C)c(-n2c3nc(=O)n(C)c(=O)c-3cc3ccccc32)c1
    6%	-24%	-20	2%	0%	-35%
> O=Cc1sc(N2CCOCC2)nc1-c1ccccc1
    5%	.	.	5%	.	-14%
> CCOC(=O)C(=O)NNc1ccc(C)cc1
    -3%	27%	7	-21%	-4%	16%
> O=C(CSc1nccn1-c1ccc(F)cc1)NCc1ccc2c(c1)OCO2
    7%	6%	18	-14%	-6%	-1%
> CN1CC[n+]2c(CN3C(=O)c4ccccc4C3=O)csc21
    7%	9%	102	?	-6%	4%
> CCOC(=O)c1ccccc1NS(=O)(=O)c1ccc(OC)cc1
    -7%	?	0	-1%	-6%	2%
> CC(C)COc1ccc(C(=O)N2CCC(c3nc4ccccc4s3)CC2)cc1
    .	.	6	8%	.	0%
> Cc1cc(C)c(NC(=O)CS(=O)CC(=O)NCCN2CCCCCC2)c(C)c1 (centres undefined)
    -10%	3%	7	-6%	40%[activator]	-18%
> Cc1ccc2c(c1)[nH]c1c(N3CCN(Cc4ccccc4)CC3)ncnc12
    10%	3.2µM*	-85*	-6%	-10%	0%
> CN1CCN(C(=O)Cc2ccccc2)CC1
    0%	22%	0	3%	17%	9%
> Cc1cccc(NC(=O)CCNS(=O)(=O)c2ccc3c(c2)CCN3C(=O)C2CC2)c1
    .	.	1	1%	.	5%
> COc1cc2cc3c(N)c(C(=O)NCc4ccco4)sc3nc2cc1OC
    -25%	?	.	-18%	-9%	?
> Cc1ccc(NC(=O)CSc2nc3n[nH]c(C)c3c(=N)n2-c2ccccc2C)cc1C
    .	.	-27	-1%	.	13%
> Cc1c(OCC(=O)NC(Cc2ccc(Cl)cc2)C(=O)O)ccc2c(-c3ccccc3)cc(=O)oc12 (centres undefined)
    28%	?	23	-12%	-1%	-19%
> Nc1c(-c2cccs2)cnc2c(-c3ccc(F)cc3)cnn12
    2%	?	30	4%	109%[activator]	-19%
> Cc1ccc(-n2c(-c3ccc(Br)cc3)nc3c(cnn3-c3ccccc3)c2=O)cc1
    .	.	-8	1%	.	-2%
> COc1ccc(-c2nnn(Cc3ccccc3F)n2)cc1
    6%	11µM*	71	-4%	26%	-11%
> CCC(=O)Nc1cccc2c1C(=O)N(C)C2=O
    0%	4%	-3	12%	-7%	29%
> CCN(c1ccccc1)S(=O)(=O)c1ccc(OC)c(NC(=O)CNCC(C)O)c1 (centres undefined)
    -14%	5%	-18	7%	-3%	1%

# Additional results follow.
molecule	FBPA Giardia inh	HCV inhibitor	HCMV inh	AmpC inh detg	AMA1 RON2 block	Sm TGR inh
COC(=O)c1ccc(NC(=S)NC(=O)c2cccnc2)cc1	7.1µM*	8%	48	-6%	8%	?
Cc1nn(CC(=O)NCCc2cccs2)c(=O)c2nn(-c3ccccc3)c(C)c12	3%	-18%	?	1%	-9%	-29%
C=CCOc1c(OC)cc(Cl)cc1C1NC(=O)NC(C)=C1C(C)=O (centres undefined)	7%	8%	-10	0%	-13%	-1%
Cc1ccc2c(CN3CCC(C)CC3)cc(=O)oc2c1	4%	?	113	0%	6%	-7%
CC(=O)N(c1cccc(Cl)c1)c1nc(C)cc(C)c1C#N	11%	10%	26	2%	-3%	-1%
COc1cccc(CNC(=O)Cn2c(SCC(=O)Nc3ccc(C)c(C)c3)nc3ccccc32)c1	.	.	-19	0%	.	0%
COc1ccc(S(N)(=O)=O)cc1C(=O)NCCCN1CCN(c2ccc(C)cc2)CC1	-4%	2%	-33	?	8%	-20%
Cc1ccc(S(=O)(=O)NCCC(=O)Nc2cccc(S(N)(=O)=O)c2)cc1C	1%	?	32	-6%	7%	1%
Brc1cccc(-c2nnc3n2CCCCC3)c1	2%	0%	-10	13%	-9%	-14%
Cn1c[n+](C)cc1-c1ccc(/C(N)=N/O)cc1	-9%	-10%	-12	-5%	4%	-27%
CC(=O)Nc1nnc(SCc2cc(=O)c(OC(=O)c3ccccc3)co2)s1	5%	1%	0	7%	-5%	3%
Cc1cc(C)cc(NC(=O)C2CCN(S(=O)(=O)c3cccc4nonc34)CC2)c1	.	.	-12	7%	.	-2%
CC(C)CC(=O)N1CCN(Cc2cccc([N+](=O)[O-])c2)CC1	?	6%	-12	-2%	-15%	5%
CSc1nc(-c2ccccc2)[nH]c(=S)c1C(C)=O	?	6%	-3	?	91%[activator]	0%
O=C(c1cc2ccccc2o1)N1CCN(c2ccccc2Cl)CC1	-3%	2%	14	-9%	-9%	11%
c1ccc(-c2ncnc3cc4n(c23)CCC4)cc1	1%	-6%	?	-3%	-9%	-1%
CCC(=O)N1c2ccc(S(=O)(=O)CCC(=O)N3CCN(c4ccccc4F)CC3)cc2CC1C (centres undefined)	-7%	-7%	4	-7%	-5%	22µM*
CCCNC(=O)N1[C@H]2CC[C@@H]1C(C(=O)OC)=C(c1ccc(Cl)c(C(F)(F)F)c1)C2	.	-7%	-21	-2%	22%	-24%
COc1ccc(N(C)C(=O)c2ccc(NC(=O)CCS(=O)(=O)c3cccs3)cc2)cc1	6%	7%	17	-11%	20%	0%
O=C(O)c1c(F)c(F)cc2ccccc12	15%	27%	3	-6%	-2%	2%
O=C(Nc1cccc(Cl)c1)Nc1ccon1	-2%	1%	15	?	0%	0%
Cc1nn2c(=O)cc(COC(=O)c3ccc(NC(=O)c4ccc(C(C)(C)C)cc4)cc3)nc2s1	.	.	-38	-1%	.	-3%
Cc1cc(OCC(=O)NC2CCCCC2)ccc1Cl	1%	1%	3	-10%	-2%	0%
Cc1cc(C)n(-c2ccc(C(=O)Nc3ccc4c(c3)OCO4)cc2)n1	-9%	?	-11	?	-1%	12%
O=C(OCC(=O)N1CCN(Cc2ccccc2)CC1)c1cc(Cl)ccc1[N+](=O)[O-]	.	5%	3	4%	7%[11.6 µM]	6%
COc1ccc(S(=O)(=O)N2CCN(CC(=O)Nc3cccc(F)c3)CC2)cc1	-1%	9%	-18	-5%	1%	8%
CCOc1ccc(N2CCCn3c2nc2c3c(=O)n(CCc3ccccc3)c(=O)n2C)cc1	1%	.	.	?	.	-34%

# Arranged by heavy-atom count (falling): part of the list above.
molecule	FBPA Giardia inh	HCV inhibitor	HCMV inh	AmpC inh detg	AMA1 RON2 block	Sm TGR inh
CCC(=O)N1c2ccc(S(=O)(=O)CCC(=O)N3CCN(c4ccccc4F)CC3)cc2CC1C (centres undefined)	-7%	-7%	4	-7%	-5%	22µM*
c1ccc(-c2ncnc3cc4n(c23)CCC4)cc1	1%	-6%	?	-3%	-9%	-1%
O=C(O)c1c(F)c(F)cc2ccccc12	15%	27%	3	-6%	-2%	2%

# Random draw from the library, and some 9.3% of all compounds hit somewhere here.
